Bioassay records as filed in PubChem.
PMI activator: activators of human phosphomannose isomerase; P34949; purified human PMI, coupled resazurin fluorescence, 20 min; stronger effect = higher value; 1 = vehicle control, 0 substrate-free wells; activation factor at 20 µM; 0.005% of 190,000 active; AID 1214;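 active = activation factor of 2 or more at 20 µM, relative to plate controls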
Target sequence (P34949 whole entry, looked up): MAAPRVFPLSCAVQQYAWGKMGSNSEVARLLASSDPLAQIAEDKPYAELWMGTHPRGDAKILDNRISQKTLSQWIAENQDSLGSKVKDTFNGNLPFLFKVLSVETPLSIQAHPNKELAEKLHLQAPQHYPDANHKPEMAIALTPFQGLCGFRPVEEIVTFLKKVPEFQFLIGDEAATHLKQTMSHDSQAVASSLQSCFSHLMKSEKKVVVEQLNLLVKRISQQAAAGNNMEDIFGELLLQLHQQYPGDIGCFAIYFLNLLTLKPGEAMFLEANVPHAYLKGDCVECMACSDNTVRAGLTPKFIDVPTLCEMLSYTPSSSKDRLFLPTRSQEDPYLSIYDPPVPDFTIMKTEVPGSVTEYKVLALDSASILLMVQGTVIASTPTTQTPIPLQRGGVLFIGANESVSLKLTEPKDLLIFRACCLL
PMI act hi M6P: activators of human phosphomannose isomerase at near-saturating mannose 6-phosphate; P34949; coupled PMI enzyme assay, resazurin fluorescence, 20 min; stronger effect = higher value; 1 = untreated enzyme, 0 = substrate-free blank; activation factor at 20 µM; 0.34% of 190,000 active;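 active = activation factor of 2 or more at 20 µM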
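Test system: human PMI in coupled enzyme assay; Input: PMI at 15 ng/mL final; Medium: HEPES buffer, pH 7.4; Schedule: 20 min incubation at room temperature; Technique: resorufin fluorescence at Ex 544/Em 590 nm; Compound: 20 µM single dose; Probe or stimulus: Near-saturating mannose-6-phosphate, 1.0 mM.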
TNAP inh noacc: inhibitors of human TNAP without phosphate acceptor. P05186. purified TNAP, CDP-star luminescence, 30 min. inhibition, % at 20 µM. 0.26% of 200,000 active. AID 1012;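 active = tissue-nonspecific alkaline phosphatase inhibition above about 50% at 20 µM in the single-dose screen, limit read from the data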;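 also: 0% = DMSO negative control and 100% = EDTA positive control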
Target sequence (P05186 whole entry, looked up): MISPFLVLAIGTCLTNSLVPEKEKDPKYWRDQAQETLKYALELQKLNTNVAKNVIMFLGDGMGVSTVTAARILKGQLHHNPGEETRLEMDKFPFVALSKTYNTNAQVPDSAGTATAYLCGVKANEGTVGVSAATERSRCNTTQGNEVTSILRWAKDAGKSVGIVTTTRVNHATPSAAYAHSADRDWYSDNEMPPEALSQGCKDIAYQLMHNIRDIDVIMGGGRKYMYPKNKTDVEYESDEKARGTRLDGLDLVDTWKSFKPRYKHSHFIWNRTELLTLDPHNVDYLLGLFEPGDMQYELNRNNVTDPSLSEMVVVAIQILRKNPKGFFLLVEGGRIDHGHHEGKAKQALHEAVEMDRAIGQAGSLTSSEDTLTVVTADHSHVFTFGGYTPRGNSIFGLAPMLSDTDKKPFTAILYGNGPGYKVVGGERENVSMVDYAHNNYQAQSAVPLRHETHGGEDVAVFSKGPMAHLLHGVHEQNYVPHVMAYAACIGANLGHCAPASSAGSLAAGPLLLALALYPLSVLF
NF-kB expr up: NF-kB expression increase, human neuronal cells; NF-kB reporter expression; stronger effect = higher value; fold change at 12.5 µM; 1.6% of 190,000 active; in the data active = fold change above about 3.3
TNAP inh hi DEA: inhibitors of human TNAP at high phosphate acceptor concentration. P05186. purified TNAP, CDP-star luminescence, 1 M DEA. inhibition, % at 20 µM. 0.03% of 200,000 active. AID 1135;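 active = over 50% inhibition of tissue-nonspecific alkaline phosphatase at 20 µM in the single-dose screen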;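 also: plate controls were DMSO wells for no effect and EDTA-quenched wells as full inhibition for full effect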
bIAP activator: intestinal alkaline phosphatase (bovine) activation; purified bovine IAP, CDP-star luminescence, 30 min; stronger effect = higher value; fold of DMSO-control signal, blank-subtracted; activation factor at 20 µM; 0.17% of 200,000 active; AID 1016;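 active = activation factor of 2 or more at 20 µM, a signal rise over negative controls twice the positive control's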
TNAP act hi DEA: activators of human TNAP at high phosphate acceptor concentration. P05186. purified TNAP, CDP-star luminescence, 1 M DEA, 30 min; stronger effect = higher value; 0 = EDTA background, 1 = DMSO-only activity. activation factor at 20 µM. 200,000 tested, under 10 active. AID 1136;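 active = activation factor at least 2 at 20 µM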
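system = human TNAP | amount = enzyme diluted 1/800 final | reagent = 100 µM CDP-star substrate | signal = luminescent substrate turnover signal | dosing = one dose, 20 µM | benchmarks = EDTA negative control, DMSO positive control | measure = activation factor | timing = 30 min reaction, room temperature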
FLuc act counter: affects firefly luciferase, flagging false hits in luciferase stimulation screens | P08659 | ATPlite luciferase biochemical, luminescence, 10 min; 0 = ATP-free wells, 1 = DMSO control | activation factor at 10 µM | 200,000 tested, under 10 active;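 active = luciferase activation factor, scaled between plate controls, of at least 2 with compound at 10 µM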
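Material: Luciferase/luciferin reagent mix; Doses: test compounds dosed from 2 mM stocks in 100% DMSO; Schedule: 10 min incubation after luciferase reagent addition, room temperature; Measured by: luminescence from luciferase reaction; Read-out: luminescence gain marking luciferase activators.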
APP 5'UTR act: APP 5'UTR luciferase reporter activation; SH-SY5Y APP 5'UTR luciferase reporter, luminescence; zero percent = DMSO vehicle wells; activation, % at 2 µM; 1% of 190,000 active;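 active = activation above a set limit, based on mean plus 3 SD of controls, cut at about 140% in these data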; also: values of inactives mirror those of a sister screen read the other way
FLuc inh counter: Photinus pyralis luciferase inhibition counter-screen; 1.5% of 200,000 active; ATPLite firefly luciferase biochemical luminescence, 10 min; P08659; inhibition, % at 10 µM;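 active = inhibition above about 50% when tested at 10 µM, limit read from the data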
* = called active by the depositor. This is a random part of the collection (roughly 3.6% active in at least one column).

SMILES	PMI activator	PMI act hi M6P	TNAP inh noacc	NF-kB expr up	TNAP inh hi DEA	bIAP activator	TNAP act hi DEA	FLuc act counter	APP 5'UTR act	FLuc inh counter
COc1ccc(C(=O)CSc2nnc(CNC(=O)c3ccco3)n2C)cc1	0.9	0.9	-8	1.1	-5	1	1	1	19	-4
N/C(=N\OC(=O)COc1ccc([N+](=O)[O-])cc1)c1ccc(Br)cc1	1.4	1.4	-8	0.94	-9	0.7	1.1	1	-13	-3
CCOc1ccc(NC(=O)CSc2nnc(COc3c(C)cccc3C)o2)cc1	1	1	-7	1.1	-4	0.9	1	1	-2	-3
Cc1cccc(NC(=S)N2CCCC(c3nc4ccccc4[nH]3)C2)c1 (stereo not drawn)	1	1	8	1.1	4	0.9	1	1	-5	-4
COc1ccc(NC(=O)CCNS(=O)(=O)c2ccc3c(c2)c(=O)n(C)c(=O)n3C)c(OC)c1	1.1	1.1	-7	1.1	0	1	1	1.1	-4	-6
O=C(Cc1ccc(-n2c(=S)[nH]c3ccccc3c2=O)cc1)N1CCC(N2CCCCC2)CC1	0.9	1	-10	1	-3	1.1	1	1.1	-3	-6
Cc1ccc(CNC(=O)CSc2nnnn2C)cc1	0.9	0.9	-11	1.2	-5	0.9	1.1	1.1	10	-5
O=C(CCOc1ccccc1)Nc1ccc([N+](=O)[O-])cc1	1.1	1.1	-10	1.3	-2	1	1	1	-1	-3
CCC(=O)N1CCN(c2ccc(NC(=O)c3cccs3)cc2)CC1	1	1	-13	1.2	-6	1	1.1	1	16	0
O=C(Nc1ccccc1NC(=O)c1c(F)c(F)c(F)c(F)c1F)c1c(F)c(F)c(F)c(F)c1F	1	1	0	0.95	-1	1	1	1.1	-3	-7

An excerpt from above, reduced to NF-kB expr up.
Compound | NF-kB expr up
CCC(=O)N1CCN(c2ccc(NC(=O)c3cccs3)cc2)CC1 | 1.2
Cc1ccc(CNC(=O)CSc2nnnn2C)cc1 | 1.2

(listing goes on)
SMILES	PMI activator	PMI act hi M6P	TNAP inh noacc	NF-kB expr up	TNAP inh hi DEA	bIAP activator	TNAP act hi DEA	FLuc act counter	APP 5'UTR act	FLuc inh counter
Cc1cc(NC(=O)NC2CC(=O)N(c3ccc4c(c3)OCCO4)C2)no1 (stereo not drawn)	1.1	1.1	10	1.1	-4	1	1	1.1	9	-8
CC(=O)/C(N=Nc1c(C)n(C)n(-c2ccccc2)c1=O)=C(\C)O	1.4	1.4	12	1	6	0.9	0.9	1.1	-79	-8
COc1ccc(/C=C2/SC(=S)N(n3c(C)ccc3C)C2=O)cc1	0.9	0.9	-14	0.82	-1	0.7	1	1	0	2
CCOC(=O)c1ccc(NC2OC(=O)c3ccccc32)cc1 (stereo not drawn)	0.9	1	-1	1.1	-2	1	1	1.1	9	-7
c1ccc(-c2ccccc2OCCCN2CCOCC2)cc1	1.1	1.2	8	1.1	3	1.1	1	0.9	21	6
O=C(CSC1=NCCS1)Nc1ccccc1F	0.8	0.9	-1	1.2	0	0.9	1	1	9	-4
CCOc1ccc(N/C=C/C(=O)c2ccccc2)c([N+](=O)[O-])c1	1	1	6	1	13	1	0.9	0.1	157*	94*
CCOC(=O)N1CCN(C(=O)c2cccc(OC)c2OC)CC1	1	0.9	-11	1.1	-2	1	1	1.1	0	-8
C[C@@H]1CN(C(=O)c2nc3ccc(Cl)cn3c2CNCC[C@@H]2C[C@@H]3C=C[C@H]2C3)C[C@H](C)O1	1	1.1	-6	0.99	-2	1	1	1.1	5	-9
CC(=O)NCCn1ccc2ccccc21	0.9	0.9	-11	1.1	-1	1	1	1	-7	-4

The results go on.
SMILES	PMI activator	PMI act hi M6P	TNAP inh noacc	NF-kB expr up	TNAP inh hi DEA	bIAP activator	TNAP act hi DEA	FLuc act counter	APP 5'UTR act	FLuc inh counter
COc1ccc(-c2c[n+]3c4n2CCCCC4=C(c2ccc(Br)cc2)C3)cc1	1.4	1.5	-10	0.77	-5	0.7	1.1	1	9	-2
CCOC(=O)CSc1nnc(CNc2ccccc2Cl)n1-c1ccccc1	1	0.9	-10	1.2	-1	0.8	1	1	8	-2
O=C(c1ccc(F)cc1)C(C(=O)N1CCCCC1)n1ccccc1=O (stereo not drawn)	1	1	-4	1.3	1	0.9	1	1	-3	-1
COc1ccc(N(CC(=O)Nc2c(C)n(C)n(-c3ccccc3)c2=O)S(=O)(=O)c2ccc(C)cc2)cc1	1	1	-12	0.91	-5	1.1	1.1	1	-14	1
NC(N)=NS(=O)(=O)c1ccc(N/C=C\C(=O)c2ccncc2)cc1	1	0.9	0	1	-3	1.2	1	1	-12	4
O=C(c1ccc(O)cc1)c1ccc(Cl)cc1	1	1	-13	1.4	-5	1	1.1	1	7	-3
Cc1ccc(/C=C/C(=O)OCC(=O)NCCN2C(=O)CSC2=O)cc1	0.9	0.9	-16	1.3	3	1	1	0.9	-8	6
CCN(CC)C(=O)Cn1c(=O)n(-c2ccc(CC(=O)NCc3ccccc3)cc2)c(=O)c2sccc21	1.1	1.1	-1	1.5	0	1	1	1	9	-1
COc1ccccc1/C=N/NC(=O)c1ccccc1Cl	0.9	1	-6	0.97	-2	0.8	1	0.8	-7	21
COc1ccccc1Nc1ccc([N+](=O)[O-])cn1	0.9	0.9	-4	1.5	-2	0.8	1	1	28	-5

Other entries
SMILES	PMI activator	PMI act hi M6P	TNAP inh noacc	NF-kB expr up	TNAP inh hi DEA	bIAP activator	TNAP act hi DEA	FLuc act counter	APP 5'UTR act	FLuc inh counter
COc1ccc(-n2cc(CNCCCn3ccnc3)c(-c3ccccc3Cl)n2)cc1	0.9	1	-1	0.86	-1	1.3	1	1	-1	-3
COc1ccc(C(=O)Cn2c(Br)nc3c2c(=O)n(C)c(=O)n3C)cc1	1	1	-2	0.6	-6	1	1.1	1.1	-7	-10
CCN1CCN(C(=S)c2ccc(-c3ccccc3)cc2)CC1	1.1	1	-10	1.1	-5	0.9	1.1	1.1	7	-8
Cc1cc(NC(=O)CSc2nc3ccccc3n2CC(=O)N2CCC(C)CC2)no1	1.1	1	-8	1.1	-7	1.1	1.1	1	7	-3
Cc1nc(Cl)c(S(N)(=O)=O)c(C)c1Cl	1.1	1.1	-12	1	-2	1	1	1.1	-23	-6
COC(=O)c1ccc(NC(=O)CSC2=NC(=O)C(c3ccccc3)C(=O)N2)cc1 (stereo not drawn)	1	1.1	-7	1	-4	1	1	1	22	-2
Cc1ccc2c(c1)c(C)c(C)n2CC(O)Cn1nnc2ccccc21 (stereo not drawn)	0.9	0.9	-8	0.78	-3	1.1	1	1.1	17	-6
O=S(=O)(NCc1ccccn1)c1ccc2c(c1)OCCO2	0.8	0.9	-4	0.93	1	1	1	1	-5	-4
O=C(NNC(=O)C1C2CCC(C2)C1C(=O)O)c1cccc(Cl)c1 (stereo not drawn)	1.1	1.1	-9	1	-4	1	1	1	4	0
COc1ccccc1N1CCN(C(=O)/C=C/c2ccc(C)cc2)CC1	1.1	1.1	4	0.91	7	0.4	0.9	1	5	-3

Further results.
SMILES	PMI activator	PMI act hi M6P	TNAP inh noacc	NF-kB expr up	TNAP inh hi DEA	bIAP activator	TNAP act hi DEA	FLuc act counter	APP 5'UTR act	FLuc inh counter
O=C(c1ccc2c(Cl)c3c(nc2c1)CCCC3)N1CCN(c2ccc(F)cc2)CC1	0.8	0.9	3	1.6	2	0.9	1	1	23	-3
O=c1[nH]cc(COCc2ccccc2)c(=O)[nH]1	0.9	0.9	-2	1.1	-1	0.9	1	1.1	-20	-6
COc1cc2c(cc1NC(=O)/C=C/c1ccc([N+](=O)[O-])cc1)oc1ccccc12	1	1	-3	0.8	2	0.4	1	1.1	10	-10
COc1ccccc1C(=O)NC(=S)Nc1cc(C(=O)O)ccc1C	1.1	1	-13	1.1	-1	1.2	1	1	14	2
COC(=O)c1ccc2c(c1)S(=O)(=O)NC(=NCCCN1CCOCC1)S2	1	0.9	-8	1.1	-4	1	1	1.1	2	-5
Cn1c(SCC(=O)N2CCCc3ccccc32)nnc1-c1c[nH]c2ccccc12	1	1	-13	0.92	0	0.9	1	1.1	6	-8
COCCn1c(C)cc(C(=O)COC(=O)c2ccc([N+](=O)[O-])o2)c1C	1.1	0.9	-12	0.99	0	1	1	0.6	-3	36
CC(NC(=O)C1CCN(c2nnc(-n3cccc3)s2)CC1)C12CC3CC(CC(C3)C1)C2 (stereo not drawn)	0.9	0.9	-17	1.5	-12	1	1.1	0.8	-11	18
COc1ccc(NC(=O)C2CCN(Cc3cnn(-c4ccccc4)c3-n3cccc3)CC2)cc1OC	0.9	1.1	-84	0.85	-12	3.3*	1.1	1	-11	-3
CC1CCCC(NC(=O)Nc2cccs2)C1C (stereo not drawn)	0.9	0.9	-10	0.9	-9	0.9	1.1	1	-4	-5

Filtered by structure, the entries above with a Cl atom
SMILES	PMI activator	PMI act hi M6P	TNAP inh noacc	NF-kB expr up	TNAP inh hi DEA	bIAP activator	TNAP act hi DEA	FLuc act counter	APP 5'UTR act	FLuc inh counter
C[C@@H]1CN(C(=O)c2nc3ccc(Cl)cn3c2CNCC[C@@H]2C[C@@H]3C=C[C@H]2C3)C[C@H](C)O1	1	1.1	-6	0.99	-2	1	1	1.1	5	-9
CCOC(=O)CSc1nnc(CNc2ccccc2Cl)n1-c1ccccc1	1	0.9	-10	1.2	-1	0.8	1	1	8	-2
O=C(c1ccc(O)cc1)c1ccc(Cl)cc1	1	1	-13	1.4	-5	1	1.1	1	7	-3
COc1ccccc1/C=N/NC(=O)c1ccccc1Cl	0.9	1	-6	0.97	-2	0.8	1	0.8	-7	21
COc1ccc(-n2cc(CNCCCn3ccnc3)c(-c3ccccc3Cl)n2)cc1	0.9	1	-1	0.86	-1	1.3	1	1	-1	-3
Cc1nc(Cl)c(S(N)(=O)=O)c(C)c1Cl	1.1	1.1	-12	1	-2	1	1	1.1	-23	-6
O=C(NNC(=O)C1C2CCC(C2)C1C(=O)O)c1cccc(Cl)c1 (stereo not drawn)	1.1	1.1	-9	1	-4	1	1	1	4	0
O=C(c1ccc2c(Cl)c3c(nc2c1)CCCC3)N1CCN(c2ccc(F)cc2)CC1	0.8	0.9	3	1.6	2	0.9	1	1	23	-3
